# Screens: PubChem, National Center for Advancing Translational Sciences (NCATS)
# USP1-UAF1 inh: blocks the human USP1/UAF1 deubiquitinase complex. actives 0.23% (n = 390,000). AID 743255. recombinant USP1/UAF1, Ub-Rhodamine cleavage fluorescence. O94782. Potency, µM (series often up to 57.1 µM), without a hit: top-dose activity change, negative = inhibition, hits mostly inhibitors; further: on the % scale 0 is the no-effect control and ±100 the full control effect; nearly all actives have a fitted effect of over 60% in size; inactives centre near -12
#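 In this screen, compounds sit with the deubiquitinase complex (1nM) for 15 min at room temperature before Ub-Rho is added at 150nM final. Fluorescence rise is then followed for 6 reads every 60 seconds.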
# RGS4 inhibitor: blocks human RGS4-accelerated GTP hydrolysis | P49798 | Transcreener GDP fluorescence polarization, RGS4-accelerated GTP hydrolysis | Potency, µM (series often up to 114 µM), without a hit: at the highest dose activity change, negative = inhibition, most hits filed as inhibitors | actives 0.039% (n = 390,000); further: on the % scale 0 is the no-effect control and ±100 the full control effect; nearly all actives have a fitted effect of over 75% in size; some results filed as inactive show a strong effect at the top dose
#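 MLSMR compounds (23 nl, pin-transferred) preincubated 10 min at room temperature with a 500nM (2x) first reagent, then RGS4 at 900nM (2x) plus Transcreener GDP mix added; fluorescence polarization (620/688 nm) read before and after 90 min at 30 °C.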
# 12-LOX inh: ALOX12 (human) lipoxygenase inhibition; P18054; purified 12hLO, xylenol orange hydroperoxide absorbance; Potency, µM (doses to about 108 µM), inactives show top-dose activity change, negative = inhibition, actives largely listed as inhibitors; actives 1.1% (n = 580,000); AID 1671190; further: on the % scale 0 is the no-effect control and ±100 the full control effect
#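 Hydroperoxide product was detected by ferrous iron/xylenol orange as the 573 to 405 nm absorbance ratio. Arachidonic acid at 40 uM (final) was turned over for 30 min at room temperature by 150 nM human 12hLO, pH 7.0 Hepes buffer, after 15 min compound preincubation.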
# TrxR1 inh: rat TrxR1 inhibition | actives 1% (n = 390,000) | recombinant rTrxR1, NADPH fluorescence consumption, selenite substrate | O89049 | Potency, µM (titrated, usually from 114 µM), for inactives: at the top dose activity change, negative = inhibition, hits mostly inhibitors; further: on the % scale 0 is the no-effect control and ±100 the full control effect; nearly all actives have a fitted effect of over 65% in size
#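 Rat TrxR1 (90 nM in the dispensed reagent) was pre-reduced with 400 uM NADPH for 5 min at room temperature, then incubated with compound for 15 min. After 400 uM selenite was added, NADPH fluorescence (Ex 340/Em 450 nm) was followed for 8 min.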
# RXFP1 ag: RXFP1 (human) receptor agonism | HEK293T-RXFP1 cAMP TR-FRET, 30 min; response scale: percent of porcine relaxin response, buffer zero | Potency, µM (titrated, usually from 57.5 µM), for the others: at the highest dose activation, most hits filed as activators | actives 0.3% (n = 370,000); further: on the % scale 0 is the no-effect control and ±100 the full control effect; nearly all actives have a fitted effect of over 60% in size; many of its hits are not listed in these tables
#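 HEK293 cells stably expressing RXFP1, treated 30 min at 37C with compounds plus PDE4 inhibitor Ro 20174; cAMP measured by HTRF TR-FRET. Normalized to buffer and 29 nM porcine relaxin; EC50 by Hill fit.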
# Vif-A3G inh: Vif-A3G binding inhibition | Q9HC16 | HeLa A3G-eYFP + Vif (tagged APOBEC3G with the HIV-1 protein that degrades it), YFP fluorescence, overnight | Potency, µM (series often up to 46.1 µM), inactives show at the top dose activity, negative = active, usual class: inhibitors | actives 0.076% (n = 410,000) | AID 602310;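 further: on the % scale 0 is the no-effect control and ±100 the full control effect; nearly all actives have a fitted effect of over 60% in size; hits raise eYFP signal because A3G escapes Vif-driven loss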
# Target sequence (Q9HC16 whole entry, looked up): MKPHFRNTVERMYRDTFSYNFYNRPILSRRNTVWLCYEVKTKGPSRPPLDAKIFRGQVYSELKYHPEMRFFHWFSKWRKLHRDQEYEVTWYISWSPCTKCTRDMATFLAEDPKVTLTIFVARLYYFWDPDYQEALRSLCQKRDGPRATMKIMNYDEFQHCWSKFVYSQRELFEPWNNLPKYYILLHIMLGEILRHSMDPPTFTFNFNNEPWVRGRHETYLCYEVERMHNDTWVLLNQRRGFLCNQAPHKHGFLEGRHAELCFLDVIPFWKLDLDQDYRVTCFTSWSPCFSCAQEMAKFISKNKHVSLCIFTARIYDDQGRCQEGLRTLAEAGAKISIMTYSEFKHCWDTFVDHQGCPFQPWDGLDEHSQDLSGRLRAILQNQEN
#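 HeLa cells stably expressing Vif and C-terminally eYFP-tagged A3G, seeded overnight at 37 deg C, then exposed to compound by pintool overnight at 37 deg C. Rise in yellow fluorescence (Ex 488/Em 500-530, Acumen) marks blocked Vif-driven A3G degradation.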
# mIDH1 inhibitor: blocks human mutant IDH1 R132H enzyme; actives 0.093% (n = 390,000); IDH1-R132H enzyme, NADPH consumption, diaphorase/resazurin fluorescence; O75874; Potency, µM (titrated, usually from 76.6 µM), for the others: top-dose activity change, negative = inhibition, hits mostly inhibitors; further: on the % scale 0 is the no-effect control and ±100 the full control effect; nearly all actives have a fitted effect of over 65% in size
# Target sequence (O75874 whole entry R132H, stated change not applied): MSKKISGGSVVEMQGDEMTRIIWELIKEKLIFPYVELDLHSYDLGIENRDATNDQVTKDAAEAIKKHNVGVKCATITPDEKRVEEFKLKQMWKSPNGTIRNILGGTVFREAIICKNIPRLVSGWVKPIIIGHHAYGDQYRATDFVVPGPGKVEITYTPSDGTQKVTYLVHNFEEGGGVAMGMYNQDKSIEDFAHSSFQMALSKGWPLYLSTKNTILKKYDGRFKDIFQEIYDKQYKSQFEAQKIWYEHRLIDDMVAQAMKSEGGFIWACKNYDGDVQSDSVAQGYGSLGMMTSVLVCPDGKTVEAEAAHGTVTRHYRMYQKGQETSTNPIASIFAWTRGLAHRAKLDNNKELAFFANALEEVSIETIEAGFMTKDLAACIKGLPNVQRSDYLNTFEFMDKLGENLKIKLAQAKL
#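 IDH1-R132H (0.5 ug/mL dispensed) in pH 7.5 Tris buffer was preincubated 30 min with compound, then given a substrate mix of 0.016 mM NADPH and 2 mM alpha-KG for 80 min at room temperature; remaining NADPH was read by diaphorase/resazurin fluorescence.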
# Vif-A3F inh: blocks the Vif interaction with APOBEC3F. actives 0.2% (n = 390,000). HeLa A3F-eYFP + Vif (tagged APOBEC3F with the HIV-1 protein that degrades it), YFP fluorescence increase. Potency, µM (series often up to 46.1 µM), for inactives: top-dose activity, negative = active; further: % of control where 0% means no effect; nearly all actives have a fitted effect of over 65% in size
#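 HeLa cells stably expressing A3F-eYFP plus Vif, plated and incubated overnight at 37 deg C, then exposed to compounds overnight at 37 deg C. Blocked degradation read as raised yellow fluorescence (Ex 488/Em 500-530).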
# TrxR1 substrate: substrates of rat thioredoxin reductase 1; purified TrxR1 substrate turnover, NADPH consumption readout; Potency, µM (top dose mostly 114 µM), without a hit: at the highest dose activity change, negative = substrate turnover; actives 0.01% (n = 390,000); O89049; further: on the % scale 0 is the no-effect control and ±100 the full control effect; nearly all actives have a fitted effect of over 50% in size
#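 Rat TrxR1, dispensed at 90 nM, was prereduced with 400 uM NADPH (final) for 5 min at ~22 deg C, then incubated with compound 15 min before 400 uM selenite. A first-read NADPH fluorescence drop versus no-compound background flagged substrates.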
# * hit, by the source's call; ? = inconclusive; / = no result given; [ ] = dose if it differs, or a comment. The call rests on the fitted dose curve; in most records, active means well fitted curve in the direction sought with a large enough effect; inconclusive means small, poorly fitted or top-dose-only effect, or another doubt; inactive means no such curve, though single readings can be large; an effect the other way counts as inactive or inconclusive. Potency means the concentration at half of the fitted maximal effect. Only part of the results is shown; count on the stated rates, not on these rows.
nr	compound	USP1-UAF1 inh	RGS4 inhibitor	12-LOX inh	TrxR1 inh	RXFP1 ag
1	CCc1noc(C)c1C(=O)OCC(=O)NC(C)c1ccccc1 (stereo not given)	-10%	-2%	?	22%	1.6%
2	CCc1ccccc1NC(=O)Nc1ccc2c(c1)N(CC)C(=O)c1ccccc1S2	-11%	18%	-28%	21%	?
3	Nc1cc(N)nc(SCCc2ccccc2)n1	0%	-10%	-28%	11%[57.1 µM]	0.8%
4	CC(C)CC(COCc1cccc(Cl)c1)N1CCN(C(=O)c2ccc(C(F)(F)F)cc2)CCC1=O (stereo not given)	-19%	-2%	?	-6%[57.1 µM]	1.7%
5	COc1ccc(S(=O)(=O)N2CCCCC2)cc1NC(=O)C1CC1	-24%	4%	-11%	33%	0.3%
6	COc1ccc(/C=C/CN2CCN(Cc3ccc(C)cc3)C(CCO)C2)cc1 (stereo not given)	-8%	12%	-6%	14%	1.7%
7	O=C(COC(=O)CCSc1ccccc1)NCc1ccccc1Cl	-22%	-6%	-10%	24%	-0.1%
8	COc1ccc(CCNCC(=O)Nc2ccc(C)c(S(=O)(=O)N(C)C)c2)cc1OC	-1%	13%[56.9 µM]	-48%	14%[57.1 µM]	5.8%
9	O=C(CN1CCOCC1)NCCC12CC3CC(CC(C3)C1)C2	-18%	-33%	?	15%	2.1%
10	Cc1cc(C)nc(SCCC(=O)N(C)C)n1	1%	-35%	0%	-3%	-0.5%
11	CSc1nnc([C@H](Cc2c[nH]c3ccccc23)NC(=O)OC(C)(C)C)o1	-16%	-28%	2%	-2%[57.1 µM]	0.2%
12	CC1=Nc2ccccc2/C1=C/c1c(C)[nH]c2ccccc12	-1%	-16%	/	?	/
13	CN(C)CCn1c(NC(=O)c2ccc(Cl)cc2)nc2ccccc21	-1%	-10%	9%	74%[activator]	0.8%
14	COc1ccc(NC(=O)Cn2c3ccccc3c3nc4n(c(=O)c32)CCS4)cc1	-21%	-17%	4%	21%[57.1 µM]	27%
15	CC(OC(=O)C1CC=CCC1C(N)=O)C(Cl)=C(Cl)Cl (stereo not given)	-20%	-22%	?	-8%	0.4%

nr	Vif-A3G inh	mIDH1 inhibitor	Vif-A3F inh	TrxR1 substrate
1	3%	2%	4%	4%
2	0%	2%	-2%	8%
3	1%	6%	3%	6%[57.1 µM]
4	0%	5%	1%	-2%[57.1 µM]
5	-8%	12%	0%	3%
6	3%	3%	14%	2%
7	0%	9%	-1%	2%
8	-11%	9%	-3%	6%[57.1 µM]
9	0%	-7%	1%	0%
10	1%	15%	-6%	-5%
11	-1%	7%	4%	3%[57.1 µM]
12	-1%	-3%	?	-7%
13	-1%	6%	-3%	113%[activator]
14	-13%	2%	10%	0%[57.1 µM]
15	2%	8%	-2%	5%

# Fetched by compound from above, 4 records:
nr	compound	USP1-UAF1 inh	RGS4 inhibitor	12-LOX inh	TrxR1 inh	RXFP1 ag
3	Nc1cc(N)nc(SCCc2ccccc2)n1	0%	-10%	-28%	11%[57.1 µM]	0.8%
8	COc1ccc(CCNCC(=O)Nc2ccc(C)c(S(=O)(=O)N(C)C)c2)cc1OC	-1%	13%[56.9 µM]	-48%	14%[57.1 µM]	5.8%
6	COc1ccc(/C=C/CN2CCN(Cc3ccc(C)cc3)C(CCO)C2)cc1 (stereo not given)	-8%	12%	-6%	14%	1.7%
15	CC(OC(=O)C1CC=CCC1C(N)=O)C(Cl)=C(Cl)Cl (stereo not given)	-20%	-22%	?	-8%	0.4%

nr	Vif-A3G inh	mIDH1 inhibitor	Vif-A3F inh	TrxR1 substrate
3	1%	6%	3%	6%[57.1 µM]
8	-11%	9%	-3%	6%[57.1 µM]
6	3%	3%	14%	2%
15	2%	8%	-2%	5%

# Returning to the listing with the two entries that preceded the break.
nr	compound	USP1-UAF1 inh	RGS4 inhibitor	12-LOX inh	TrxR1 inh	RXFP1 ag
14	COc1ccc(NC(=O)Cn2c3ccccc3c3nc4n(c(=O)c32)CCS4)cc1	-21%	-17%	4%	21%[57.1 µM]	27%
15	CC(OC(=O)C1CC=CCC1C(N)=O)C(Cl)=C(Cl)Cl (stereo not given)	-20%	-22%	?	-8%	0.4%
16	CCn1c(=N)n(CC(O)c2ccccc2)c2ccccc21 (stereo not given)	-8%	8%	-39%	23%[11.4 µM]	1.7%
17	COc1ccc(CN2C(=O)C(CC(=O)NCCN3CCOCC3)CC(C(=O)N(C(C)C)C(C)C)=C2C)cc1 (stereo not given)	-15%	/	-5%	/	/
18	O=C(NC1CCSC1)c1cccc(Cl)c1 (stereo not given)	1%	-42%	109%[activator]	-7%[57.1 µM]	-0.8%
19	CC(C)Cc1nnc(NC(=O)c2cc(S(=O)(=O)N(C)C)ccc2N2CCCC2)s1	-15%	-18%	12%	-5%	0.5%
20	COc1ccc(N(CC(=O)NCCc2ccccc2)C(=O)CCC(=O)Nc2nccs2)cc1	-1%	10%	0%	-6%[57.1 µM]	-3.8%
21	Cc1cccc(NC(=O)c2cc(S(=O)(=O)c3ccccc3)ccc2Cl)c1	-29%	-1%	281%[activator]	6%	2.4%
22	CCOc1ccccc1C1CC(=O)NC(SCC(=O)Nc2nccs2)=C1C#N (stereo not given)	?	-16%	-35%	-3%	15%
23	CCOC(=O)C1CCCN(C(=O)c2sc3nc(-c4ccc(OC)cc4)cn3c2C)C1 (stereo not given)	-15%	-44%	?	-2%	0.1%
24	COc1ccc(S(=O)(=O)c2nnn(-c3ccc(C)c(Cl)c3)c2C)cc1	-4%	8%	-20%	23%	1.3%

nr	Vif-A3G inh	mIDH1 inhibitor	Vif-A3F inh	TrxR1 substrate
14	-13%	2%	10%	0%[57.1 µM]
15	2%	8%	-2%	5%
16	0%	-2%	0%	5%[11.4 µM]
17	0%	13%	7%	/
18	2%	-5%	-4%	4%[57.1 µM]
19	-3%	-3%	-18%	-13%
20	-3%	0%	0%	-5%[57.1 µM]
21	1%	1%	-1%	-2%
22	3%	0%	-21%	-2%
23	0%	-7%	-8%	5%
24	2%	-3%	0%	-7%
